TcdB GH inh – TcdB glycohydrolase inhibitors, primary screen, biochemical, single point, plate reader; TcdB glycohydrolase enzymatic assay; AID 652162, 2013; inhibition, % at 9.99 µM; Toxin B (Clostridioides difficile), P18177; 350,000 compounds, 0.24% hits; in the data active = inhibition above about 10%
Target sequence (P18177 whole entry, looked up): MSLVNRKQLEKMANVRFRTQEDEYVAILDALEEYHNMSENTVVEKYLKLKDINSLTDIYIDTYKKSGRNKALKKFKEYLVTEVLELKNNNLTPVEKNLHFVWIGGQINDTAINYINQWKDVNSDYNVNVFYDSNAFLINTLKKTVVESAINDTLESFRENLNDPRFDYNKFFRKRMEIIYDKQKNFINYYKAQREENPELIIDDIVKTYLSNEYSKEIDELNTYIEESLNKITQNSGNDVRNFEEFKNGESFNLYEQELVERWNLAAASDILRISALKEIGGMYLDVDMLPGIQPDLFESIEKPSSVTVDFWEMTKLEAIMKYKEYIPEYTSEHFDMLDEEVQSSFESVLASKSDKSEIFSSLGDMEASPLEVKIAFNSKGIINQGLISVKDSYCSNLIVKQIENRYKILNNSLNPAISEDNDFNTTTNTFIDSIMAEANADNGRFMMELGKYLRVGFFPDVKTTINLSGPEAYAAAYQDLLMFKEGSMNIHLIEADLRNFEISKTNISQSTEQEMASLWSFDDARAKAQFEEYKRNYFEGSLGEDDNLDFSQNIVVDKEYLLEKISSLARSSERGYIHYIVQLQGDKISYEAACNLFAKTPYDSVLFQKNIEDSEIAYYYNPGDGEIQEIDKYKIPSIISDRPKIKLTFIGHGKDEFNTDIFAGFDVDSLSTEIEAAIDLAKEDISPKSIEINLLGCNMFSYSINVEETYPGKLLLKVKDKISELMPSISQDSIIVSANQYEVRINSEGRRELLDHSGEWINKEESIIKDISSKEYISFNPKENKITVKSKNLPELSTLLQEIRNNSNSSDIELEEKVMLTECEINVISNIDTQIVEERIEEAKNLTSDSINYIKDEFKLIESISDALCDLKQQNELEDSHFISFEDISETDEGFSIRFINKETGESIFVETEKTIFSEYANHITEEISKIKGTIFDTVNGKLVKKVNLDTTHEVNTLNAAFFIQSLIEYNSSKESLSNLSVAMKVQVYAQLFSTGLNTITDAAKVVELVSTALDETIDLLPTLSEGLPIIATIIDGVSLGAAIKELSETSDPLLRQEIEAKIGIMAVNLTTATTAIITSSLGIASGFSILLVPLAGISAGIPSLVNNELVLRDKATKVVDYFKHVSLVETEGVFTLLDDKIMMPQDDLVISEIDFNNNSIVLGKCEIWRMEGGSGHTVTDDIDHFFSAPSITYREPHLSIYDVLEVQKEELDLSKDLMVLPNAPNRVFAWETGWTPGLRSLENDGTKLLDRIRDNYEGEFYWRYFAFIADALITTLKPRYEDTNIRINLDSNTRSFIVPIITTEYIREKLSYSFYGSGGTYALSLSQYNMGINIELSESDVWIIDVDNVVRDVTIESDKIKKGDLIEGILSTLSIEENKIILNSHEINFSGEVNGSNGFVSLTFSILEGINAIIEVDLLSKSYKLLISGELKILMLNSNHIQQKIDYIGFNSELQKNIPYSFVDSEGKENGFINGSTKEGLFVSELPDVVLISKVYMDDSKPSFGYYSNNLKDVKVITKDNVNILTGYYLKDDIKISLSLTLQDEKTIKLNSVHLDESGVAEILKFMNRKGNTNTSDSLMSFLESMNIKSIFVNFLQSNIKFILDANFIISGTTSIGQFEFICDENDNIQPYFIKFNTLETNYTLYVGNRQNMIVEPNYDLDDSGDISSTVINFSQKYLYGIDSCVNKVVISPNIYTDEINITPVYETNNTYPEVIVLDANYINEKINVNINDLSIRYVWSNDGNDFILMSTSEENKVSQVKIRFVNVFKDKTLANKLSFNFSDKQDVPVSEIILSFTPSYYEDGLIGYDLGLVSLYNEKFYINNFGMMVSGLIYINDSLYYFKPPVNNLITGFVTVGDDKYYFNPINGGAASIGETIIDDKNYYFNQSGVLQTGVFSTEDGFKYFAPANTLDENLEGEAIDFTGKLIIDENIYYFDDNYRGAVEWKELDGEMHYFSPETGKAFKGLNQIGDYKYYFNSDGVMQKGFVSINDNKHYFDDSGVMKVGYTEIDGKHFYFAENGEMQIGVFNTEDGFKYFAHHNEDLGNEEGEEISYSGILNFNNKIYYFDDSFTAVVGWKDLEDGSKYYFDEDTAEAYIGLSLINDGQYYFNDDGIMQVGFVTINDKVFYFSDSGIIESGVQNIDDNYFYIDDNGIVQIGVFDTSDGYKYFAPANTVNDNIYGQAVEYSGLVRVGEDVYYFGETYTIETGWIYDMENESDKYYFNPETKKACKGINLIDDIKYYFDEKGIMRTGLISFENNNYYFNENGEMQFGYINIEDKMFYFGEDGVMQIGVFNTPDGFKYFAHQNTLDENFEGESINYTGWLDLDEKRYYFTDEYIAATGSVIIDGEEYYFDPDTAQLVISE
Y pestis TopoI – Yersinia pestis topoisomerase I inhibitors, primary screen, biochemical, cleavage product accumulation, plate reader, single point; DNA topoisomerase I (Yersinia pestis CO92); Y. pestis Topo-I cleavage product accumulation; activity, % at 10 µM; 360,000 compounds, 0.064% hits; AID 504884, 2011; in the data active = activity above about 50%, passing the limit was not always enough; note: inactives centre near 2
UGM FP inh – M. tuberculosis UGM enzyme inhibitors, primary screen, biochemical, fluorescence polarization, single point | UDP-galactopyranose mutase (Mycobacterium tuberculosis (strain ATCC 25618 / H37Rv)), … | purified UGM, fluorescence polarization probe displacement | inhibition, % at 10 µM | 320,000 compounds, 0.06% hits | AID 504406, 2011; in the data active = inhibition above about 10%, passing the limit was not always enough
PfHsp40 rescue – rescue of yeast from PfHsp40 toxicity, primary screen, S. cerevisiae, ATP luminescence; S. cerevisiae expressing PfHsp40, growth rescue; growth rescue, % at 12.5 µM; 340,000 compounds, 0.68% hits; AID 504582, 2011; in the data active = growth rescue above about 28%, passing the limit was not always enough;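 note: yeast W303a lacking pdr1 and pdr3 grown in galactose medium; growth measured after three days at 30 °C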
Mtb BioA inh – M. tuberculosis BioA enzyme inhibitors, primary screen, biochemical, plate reader, single point, HTS; 7,8-diaminopelargonic acid synthase BioA (Mycobacterium tuberculosis); purified M. tuberculosis BioA enzyme; inhibition, % at 9.99 µM; 360,000 compounds, 0.096% hits; AID 602481, 2012; in the data active = inhibition above about 40%
GDH-TPI inh – GDH-TPI coupling enzyme inhibitors, primary screen, artefact control for M. tuberculosis FBA inhibitor project, biochemical, absorbance, full deck; inhibition, % at 4.8 µM; 360,000 compounds, 1.2% hits; GDH-TPI coupled enzyme counterscreen, NADH absorbance; AID 588335, 2011; in the data active = inhibition above about 30%;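 note: 0% = DMSO wells and 100% = wells lacking the enzyme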
Vc quorum ag – inducers of Vibrio cholerae quorum light production without autoinducers, primary screen, BH1578 luxS cqsA deficient, single point | activation, % at 18.7 µM | V. cholerae BH1578 lux reporter, luminescence, 6 h | AID 588436, 2011 | 350,000 compounds, 0.16% hits; in the data active = activation mostly above about 9.7%, no sharp cut-off; note: not every result past the cut was called active; inactives centre near 0; reference of the scale not given here
FBA Mtb inh – Mtb FBA enzyme inhibitors, primary screen, biochemical, fluorescence, strain H37Rv; purified M. tuberculosis FBA, fluorescence read-out; inhibition, % at 1 µM; 360,000 compounds, 2.3% hits; AID 588726, 2011; Fructose-bisphosphate aldolase (Mycobacterium tuberculosis (strain ATCC 25618 / H37Rv)), …; in the data active = inhibition above about 27%;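 note: 0% = vehicle and 100% = reference inhibitor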
FadD28 FP inh – inhibitors of FadD28 bisubstrate probe binding, primary screen, biochemical, fluorescence polarization, single point; Mycobacterium tuberculosis FadD28 fatty-acid-AMP ligase; inhibition, % at 12.5 µM; 360,000 compounds, 0.22% hits; AID 588549, 2011; in the data active = inhibition above about 8.5%, passing the limit was not always enough
An asterisk follows results filed as active; i = inactive; · = not tested or not shown.

Compound,TcdB GH inh,Y pestis TopoI,UGM FP inh,PfHsp40 rescue,Mtb BioA inh,GDH-TPI inh,Vc quorum ag,FBA Mtb inh,FadD28 FP inh
CC(O)(c1ccc(F)c(F)c1)c1nc(/C=C/c2ccccc2)cs1 (centres undefined),0.9,-3,·,·,-0.6,6,i,-3,-3.7
O=C1CC(c2ccc3c(c2)OCO3)c2cc3c(cc2N1)OCCO3 (centres undefined),·,4,0.5,0.5,4.2,7,-0.6,1,-0.3
Cc1cc(C(=O)Nc2cccc(O)c2)co1,·,-9,1.7,-0.6,3.4,-3,i,-8,-4.7
CCOc1cc(/C=N/n2cnnc2)ccc1OC(=O)c1cccc([N+](=O)[O-])c1,·,-10,3.5,-0.9,2.6,0,·,-9,-3.5
CC(NC(=O)C(c1ccccc1)c1ccccc1)c1ccccc1 (centres undefined),-3.5,4,-1.4,-1.9,·,16,-0.4,0,-2.2
CCCSc1ccc([C@@H]2[C@H]3C(=O)N(CC)C(=O)[C@H]3[C@]3(C(=O)OC)CCCCN23)cc1,0.0,-2,-1.3,6.1,-5.0,4,i,-3,-1.4
Cc1ccc(Sc2ccc(CN3CCCCC3)cc2[N+](=O)[O-])cc1,-1.8,10,2.0,20,·,6,-0.2,6,-1.6
CCN(CC)S(=O)(=O)c1ccc(OC)c(NC(=O)c2ccc(N3CCCC3=O)cc2)c1,0.2,7,·,1.6,2.2,2,0.2,-3,-5.6
COc1cc(NC(=O)c2cc3nc(C)cc(C)n3n2)c(OC)cc1Cl,·,-4,0.1,0.2,-1.7,8,-0.2,11,-0.2
Cc1cccc(OCC(=O)NNC(=O)C2CCCCC2C(=O)O)c1 (centres undefined),2.2,1,-2.7,-0.3,7.7,2,-0.3,1,-1.6
CCOc1ccc(C2=Nn3c(nnc3-c3ccco3)SC2)cc1,·,9,-2.6,0.1,-0.6,18,1.2,-1,-4.5
CCOC(=O)C(C(=O)Cc1ccccc1)c1ccccc1 (centres undefined),0.8,-6,·,-2.0,-0.4,-2,i,-5,-4.1
CCOc1ncccc1C(=O)OCc1c(F)cccc1Cl,0.9,3,2.8,-0.1,-0.7,1,-0.1,3,-1.2
O=C(Nc1ccc(NC(=O)c2ccccc2)c2ccccc12)c1ccccc1,1.3,0,·,·,-1.6,18,-4.5,2,-1.8
O=C1C2C3C=CC(C2C(=O)N1c1nccs1)C1C(=O)N(c2nccs2)C(=O)C31 (centres undefined),6.3,-13,0.2,-0.3,-1.0,-13,i,-5,-3.1
Cc1cc(OCc2cc(C(=O)N3CCN(C)C(=O)[C@@H]3C)no2)cc(C)c1Cl,-0.6,11,-1.2,0.9,-0.3,2,-12,0,-0.4
CC(OC(=O)COc1ccc(Nc2ccccc2)cc1)C(=O)N(C)c1ccccc1 (centres undefined),5.9,26,2.2,1.0,·,5,i,-1,0.1
CCOC(=O)c1ccccc1NC(=O)c1cccs1,·,8,-0.9,-0.4,-0.5,13,i,-1,-2.8
COc1ccc(N(CC(=O)N/N=C/c2ccc(-c3ccc([N+](=O)[O-])cc3)o2)S(=O)(=O)c2ccc(C)cc2)cc1Cl,·,-22,-2.5,0.6,·,9,i,-6,-0.3
CCOc1ccc(CCNS(=O)(=O)c2ccc3c(c2)N(C(C)=O)CCO3)cc1OCC,2.5,30,0.9,-1.5,-1.3,4,-0.3,-3,0.0
Cc1occc1-c1nnc(SCC(=O)N2CCCc3ccccc32)n1Cc1ccco1,·,19,·,-0.9,-0.2,2,i,0,-5.0
O=C(Nc1ccc2ccccc2c1[N+](=O)[O-])c1ccccc1,2.9,2,·,0.5,2.3,2,i,-3,-2.2
CSc1ncccc1C(=O)OCC(=O)N1CCN(C(=O)c2ccco2)CC1,0.7,0,2.8,-0.7,0.0,12,-3.1,-1,·
Cc1ccc(NC(=O)C(CC(C)C)NC(N)=O)cc1 (centres undefined),2.0,3,1.7,-0.2,·,-1,-0.1,0,-4.1
O=C(Nc1nnc(-c2ccncc2)o1)c1cccc(N2C(=O)CCC2=O)c1,1.3,-8,-1.1,-0.2,-0.1,38*,i,5,-1.7

Given with each value named: part of the list above
O=C1CC(c2ccc3c(c2)OCO3)c2cc3c(cc2N1)OCCO3 (centres undefined)
  TcdB GH inh: ·; Y pestis TopoI: 4; UGM FP inh: 0.5; PfHsp40 rescue: 0.5; Mtb BioA inh: 4.2; GDH-TPI inh: 7; Vc quorum ag: -0.6; FBA Mtb inh: 1; FadD28 FP inh: -0.3
Cc1cc(C(=O)Nc2cccc(O)c2)co1
  TcdB GH inh: ·; Y pestis TopoI: -9; UGM FP inh: 1.7; PfHsp40 rescue: -0.6; Mtb BioA inh: 3.4; GDH-TPI inh: -3; Vc quorum ag: i; FBA Mtb inh: -8; FadD28 FP inh: -4.7
CCOc1cc(/C=N/n2cnnc2)ccc1OC(=O)c1cccc([N+](=O)[O-])c1
  TcdB GH inh: ·; Y pestis TopoI: -10; UGM FP inh: 3.5; PfHsp40 rescue: -0.9; Mtb BioA inh: 2.6; GDH-TPI inh: 0; Vc quorum ag: ·; FBA Mtb inh: -9; FadD28 FP inh: -3.5
CC(NC(=O)C(c1ccccc1)c1ccccc1)c1ccccc1 (centres undefined)
  TcdB GH inh: -3.5; Y pestis TopoI: 4; UGM FP inh: -1.4; PfHsp40 rescue: -1.9; Mtb BioA inh: ·; GDH-TPI inh: 16; Vc quorum ag: -0.4; FBA Mtb inh: 0; FadD28 FP inh: -2.2

Remaining list, next part:
Compound,TcdB GH inh,Y pestis TopoI,UGM FP inh,PfHsp40 rescue,Mtb BioA inh,GDH-TPI inh,Vc quorum ag,FBA Mtb inh,FadD28 FP inh
Cc1ccc(S(=O)(=O)N2CCN(C(=O)c3ccccc3Cc3ccccc3)CC2)c(C)c1,0.7,33,-0.4,0.7,-0.8,-2,0.4,-1,-2.8
Cc1ccc2sc(N(CCCN(C)C)C(=O)c3ccc(S(=O)(=O)N4CCc5ccccc5C4)cc3)nc2c1C,0.9,9,0.2,79*,-0.6,4,i,3,-1.7
COc1ccc(-c2c(=O)n(OC)c3ccccc3[n+]2[O-])cc1OC,-0.5,5,1.3,-1.1,40,11,-1.4,-4,0.8
Cc1ccc(S(=O)(=O)N2CCN(C(=O)Cc3sc(C)nc3-c3ccc(F)cc3)CC2)c(C)c1,1.8,8,-2.3,1.9,0.8,-7,i,0,-1.4
CN1CCC(N(C)c2nc(-c3ccccc3)nc3ccccc23)CC1,1.5,-1,5.3,1.1,0.3,16,i,0,-1.4
O=C(CC(c1ccccc1)c1cc(Br)ccc1O)N1CCCCC1 (centres undefined),1.4,32,·,1.2,0.1,7,-0.3,-1,-4.5
COc1ccc(/C(N)=N/OC(=O)C2CCCCC2)cc1,1.3,4,2.7,0.1,-0.2,-4,-0.3,0,-2.8
CCOC(=O)C1=C(C)C(c2ccccc2OC)NC(=S)N1 (centres undefined),·,5,1.3,-0.4,·,5,-0.2,0,0.0
COc1ccc(C(=O)O)cc1S(=O)(=O)N1CCCc2ccccc21,-1.1,5,2.0,0.7,3.5,3,i,2,-0.4
COc1c(O)ccc2c1-c1c3c(cc4c1C(C2)N(C)CC4)OCO3 (centres undefined),-1.9,2,-0.9,-0.7,-1.2,3,i,4,-0.1
Cc1ccc2sc(N3CCN(C(=O)C4=COCCO4)CC3)nc2c1C,0.0,29,-2.3,0.3,·,4,-2.4,3,-2.0
O=C(CSc1nnc(CNC(=O)c2cccs2)o1)NCc1ccc(F)cc1,·,-1,-1.0,-1.5,-2.3,4,i,10,0.1
COc1ccccc1N(CC(=O)NCc1ccccc1)S(C)(=O)=O,·,-5,1.8,-2.0,-2.2,10,i,1,-1.5
O=C(c1ccc(F)cc1F)N1CCN(c2ccccn2)CC1,0.6,8,0.5,-0.5,-0.3,2,i,9,-0.3
COc1ccccc1NS(=O)(=O)c1ccc2oc(SC)nc2c1,-0.2,9,1.5,-1.0,·,1,-0.2,2,-0.2
Cc1cc(OCC(=O)N2CCC(O)CC2)c2c(C)cc(=O)oc2c1,·,0,-1.8,-0.5,-0.3,4,-0.4,100*,-1.7
COc1ccccc1OC(=O)c1ccc(S(=O)(=O)N(C)C)cc1,·,-7,0.1,-0.4,-1.1,-5,i,0,-1.9
Cc1c(Cl)cccc1N=c1c([N+](=O)[O-])nn(-c2ccccc2)n1O,1.5,-1,-4.7,-0.5,-4.5,21,-0.5,2,-0.9
O=C1C(O)=CC(=C(c2ccccc2)c2ccccc2)c2ccccc21,-0.3,-7,·,-1.0,0.7,-7,i,2,-2.9
CC(=O)NC(=S)Nc1ccc(S(=O)(=O)Nc2ncccn2)cc1,1.9,2,-1.6,-0.1,-1.9,14,-0.4,-4,-0.6
COc1ccc(S(=O)(=O)/N=C2\C=C(NS(=O)(=O)c3ccccc3)C(=O)c3ccccc32)cc1,0.8,-3,-0.7,-0.8,2.2,-5,i,-5,-1.0
COc1ccc(NC(=O)c2cc(-c3ccc(C)o3)nc3ccccc23)cc1OC,·,-4,2.7,0.1,1.9,25,-0.4,3,-0.5
CCOc1ccc(OCC)c(NC(=O)Cn2cccc2)c1,0.5,9,-0.3,-0.7,·,-5,-0.3,0,0.4
CCN(CC)C(=O)C1=C(C)Nc2ncnn2C1c1cccnc1 (centres undefined),0.5,-6,-4.5,-1.6,0.7,-3,0.8,1,-0.8
COc1ccccc1N(C(=O)c1ccco1)C(C(=O)NC1CCCC1)c1cccnc1 (centres undefined),·,3,3.2,-0.4,-1.0,13,4.0,2,1.2

Values in the order: TcdB GH inh	Y pestis TopoI	UGM FP inh	PfHsp40 rescue	Mtb BioA inh	GDH-TPI inh	Vc quorum ag	FBA Mtb inh	FadD28 FP inh
CC(=O)N(C1=C(O)c2ccccc2C(=O)C1=O)C1CCCCC1
    0.8	2	0.8	-1.4	1.3	2	i	-4	-1.3
CSCC[C@H](N)C(=O)N1CCC(C(=O)N[C@@H](C)C(=O)NCc2ccc(F)cc2)CC1
    1.5	-1	-1.9	-0.4	-1.1	-3	-0.4	0	-1.8
CC1CCCN(C(=O)CSCC(=O)N=c2sc3ccccc3n2C)C1 (centres undefined)
    ·	17	2.3	-0.1	1.1	7	-0.9	-1	-3.1
CCCC(C)C1(CC)C(=O)NC(=Nc2ccccc2OC)NC1=O (centres undefined)
    ·	-5	4.0	0.6	0.0	5	i	0	-1.0
